CCT chaperon mod: changes cytosolic chaperonin activity. purified chaperonin ATPase assay, HTRF ADP detection, 30 min. activity change, % (no concentration beside the values), hits read low. 0.3% of 360,000 active; in the data active means activity change below about -30%; further: on the % scale 0 is the no-effect control and ±100 the full control effect
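TRiC (40 or 20 nM final, by batch activity) in 30 mM Tris pH 7.4, 100 mM KCl, 5 mM MgCl2, 1 mM DTT was treated with compound at 76 uM single dose, then 10 uM ATP, 30 min at 37 °C. ADP was read by HTRF Transcreener.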
D3 antag: blocks the human D3 dopamine receptor; D3R cells, DiscoveRx beta-arrestin luminescence, antagonist mode; stronger effect = lower value; 2.5% of 360,000 active; P35462; max response, negative = inhibition, %; in the data active means max response below about -50%; inconclusive means no clear call, values can overlap the other calls; further: on the % scale 0 is the no-effect control and ±100 the full control effect; mostly tested at two doses, the higher about 12 µM
Target sequence (P35462 whole entry, looked up): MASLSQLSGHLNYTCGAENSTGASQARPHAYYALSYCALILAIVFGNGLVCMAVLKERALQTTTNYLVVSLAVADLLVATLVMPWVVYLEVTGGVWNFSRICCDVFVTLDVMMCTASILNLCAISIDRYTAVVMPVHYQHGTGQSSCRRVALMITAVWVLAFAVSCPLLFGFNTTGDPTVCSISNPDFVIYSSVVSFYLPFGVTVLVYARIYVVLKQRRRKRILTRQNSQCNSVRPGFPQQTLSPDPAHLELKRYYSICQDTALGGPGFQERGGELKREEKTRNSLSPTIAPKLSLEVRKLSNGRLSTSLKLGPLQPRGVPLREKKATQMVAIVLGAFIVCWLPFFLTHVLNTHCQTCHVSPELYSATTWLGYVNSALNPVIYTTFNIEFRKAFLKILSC
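Cells plated overnight at 1500 cells/well, then exposed to library compounds with dopamine controls for 90 minutes at 37 degrees C. DiscoveRx reagent added for 30–60 minutes at room temperature; luminescence read, quantitative HTS format.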
EPAC2 antagonist: EPAC2 (human) antagonism | Q8WZA2 | EPAC2 GEF exchange of Rap1B-BODIPY-GDP, fluorescence | Potency, µM (top dose mostly 114 µM), without a hit: top-dose activity, negative = inhibition, most hits filed as inhibitors | 0.18% of 360,000 active | AID 720708; further: potency means the concentration at half of the fitted maximal effect; on the % scale 0 is the no-effect control and ±100 the full control effect; nearly all actives have a fitted effect of over 45% in size; many of its hits are not listed in these tables
Akt phos inh: Akt phosphorylation inhibition | Neuro2A IGF-stimulated pAkt S473 HTRF, 20 min; stronger effect = lower value | activity change, % for hits at 50 µM | 0.32% of 360,000 active | AID 651550; in the data active means activity change below about -80%; inconclusive means mostly about -51% to -80%; further: on the % scale 0 is the no-effect control and ±100 the full control effect
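Neuro2A cells (4,500/well, DMEM with 0.5% FBS) were treated with compound at a single 50 µM final concentration, stimulated with 6 nM IGF for 20 min at 37 °C, and lysed. Phospho-Akt Ser473 was read by HTRF as 665/615 ratio ×10^4.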
D3 ag: D3 dopamine receptor (human) agonism; max activation, %; P35462; 0.58% of 410,000 active; D3R DiscoveRx beta-arrestin cells, luminescence, 90 min; in the data active means max activation above about 30%; further: 0% is about no effect; mostly tested at two doses, the higher about 12 µM
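Cells at 1500/well, incubated overnight, then treated with pinned compounds (dopamine as control) for 90 min at 37 degrees C. DiscoveRx reagent added for 30 - 60 minutes at room temperature; luminescence read.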
Mm-Cpn inhibitor: inhibitors of Methanococcus maripaludis chaperonin (MmCpn) | purified Mm-Cpn ATPase, ADP Transcreener TR-FRET | Potency, µM (highest dose often 76.9 µM), inactives show at the top dose activity, negative = inhibition, hits mostly inhibitors | 0.031% of 330,000 active | AID 504842; further: potency means the concentration at half of the fitted maximal effect; on the % scale 0 is the no-effect control and ±100 the full control effect; nearly all actives have a fitted effect of over 80% in size
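ATP (10 uM final) was added to archaeal chaperonin (25 nM final) after 10 min exposure to test compound at 37°C; after 30 min further incubation, ADP was detected by competitive TR-FRET.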
PTHR1 agonist: PTHR1 (human) receptor agonism; Q03431; HEK293 GP2 PTHR1 cells, GloSensor cAMP luminescence, 1 h; 0.075% of 410,000 active; AID 743266; Potency, µM (doses to about 115 µM), for inactives: top-dose activation, usual class: activators; further: potency means the concentration at half of the fitted maximal effect; nearly all actives have a fitted effect of over 55% in size; some results filed as inactive show a strong effect at the top dose; inactives centre near -15; many of its hits are not listed in these tables
Target sequence (Q03431 whole entry, looked up): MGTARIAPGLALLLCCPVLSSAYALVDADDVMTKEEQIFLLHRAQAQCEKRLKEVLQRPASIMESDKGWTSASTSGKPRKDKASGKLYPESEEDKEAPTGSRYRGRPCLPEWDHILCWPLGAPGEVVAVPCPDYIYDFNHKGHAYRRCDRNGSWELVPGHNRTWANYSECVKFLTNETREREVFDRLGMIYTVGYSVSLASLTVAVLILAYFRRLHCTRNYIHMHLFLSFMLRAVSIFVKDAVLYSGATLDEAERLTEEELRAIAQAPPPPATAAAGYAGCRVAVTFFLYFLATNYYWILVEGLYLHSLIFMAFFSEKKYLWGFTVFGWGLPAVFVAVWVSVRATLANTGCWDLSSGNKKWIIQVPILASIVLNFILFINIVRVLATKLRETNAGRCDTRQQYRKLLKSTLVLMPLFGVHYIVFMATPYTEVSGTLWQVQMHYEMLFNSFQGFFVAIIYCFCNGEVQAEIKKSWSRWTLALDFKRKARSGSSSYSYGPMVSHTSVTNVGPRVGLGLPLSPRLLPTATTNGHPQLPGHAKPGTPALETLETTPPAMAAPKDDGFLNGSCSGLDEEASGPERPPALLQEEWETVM
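HEK-293-derived GP2 cells expressing PTHR1 and a GloSensor cAMP reporter, 3,000/well, plated overnight, given luciferin plus IBMX (each 0.5 mM as added) for 1 h at 37 °C, then compound for 1 h at 37 °C. Luminescence was read after 15 min at room temperature.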
EPAC2 agonist: activates human EPAC2 exchange factor | Q8WZA2 | EPAC2 activation, biochemical qHTS; response scale: 100% = 6.5 mM cAMP response | Potency, µM (series often up to 154 µM), inactives show at the top dose activation, usual class: activators | 0.079% of 360,000 active | AID 720711; further: potency means the concentration at half of the fitted maximal effect; nearly all actives have a fitted effect of over 50% in size
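Compounds were added across a concentration range to EPAC2 (100 nM), RAP1B-BODIPY-GDP (250 nM) and GDP (50 uM). After 5 min at room temperature, fluorescence was recorded at 5-min intervals for 30 min.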
* marks the source's active call; other numbers are inactive results; i = inactive; ? = inconclusive; / = not tested or not shown; [ ] = another dose, or the depositor's remark. Unless noted, the call rests on the fitted dose curve; in most records, active means well fitted curve in the direction sought with a large enough effect; inconclusive means small, poorly fitted or top-dose-only effect, or another doubt; inactive means no such curve, though single readings can be large; an effect the other way counts as inactive or inconclusive. These rows are one share of the data (hit frequency here may not be typical).

SMILES	CCT chaperon mod	D3 antag	EPAC2 antagonist	Akt phos inh	D3 ag	Mm-Cpn inhibitor	PTHR1 agonist	EPAC2 agonist
COCCN1C(=O)COc2ccccc2C1C(=O)NC(C)(C)C (stereo not drawn)	1.0	1.3	0.5%	i	-0.1	/	i	9.4%
CN(C)CCCN(Cc1ccccc1)C(=S)NCc1ccccc1	-0.3	-22.1	4.5%	i	-9.2	2.5%	i	4.7%
C#CCOCCOCCOCCNc1nc(N2CCOCC2)nc(N2CCN(C(=O)[C@H](C)n3cc(CCC(=O)O)nn3)CC2)n1	-3.6	9.5	11.5%	i	14.0	/	i	6.5%
CCn1c(=S)[nH]c2ccccc21	-3.7	39.5	0.0%	i	3.1	-1.2%	i	-0.2%
COc1ccc(Nc2nc(=O)c3cc([N+](=O)[O-])ccc3s2)cc1	-5.5	-7.1	-11.3%	i	7.6	-1.9%	-19.8%	11.4%
Cc1cc2ncn(C(=O)N3CCOCC3)c2cc1C	0.1	-6.1	1.9%	i	0.1	1.3%	17.8%[57.5 µM]	-1.4%
Cc1cccc(OCC(=O)Nc2cc(C)ccc2O)c1	0.1	0.0	4.7%	i	-0.2	2.5%	-11.6%[57.5 µM]	0.8%
O=C(c1cccs1)N1CCN=C1SCc1cccnc1	0.6	-6.5	-4.1%	i	-0.2	-1.9%	?	9.6%
O=C1CN(C(=O)CC2C(=O)NCCN2Cc2ccccc2C(F)(F)F)CCN1 (stereo not drawn)	-2.7	5.8	-2.6%	i	3.1	1.4%	i	-5.1%
Cc1cc(C)n2c(NCc3ccccc3)c(-c3cc4ccccc4o3)nc2n1	-1.8	-18.4	-3.3%	i	-3.1	/	-14.4%	7.0%
C/C(=N\NC(=O)OC(C)(C)C)c1ccc(-n2ccnc2)cc1	2.8	3.1	1.1%	i	-2.9	-1.0%	i	2.0%
Cc1ccc(S(=O)(=O)NC(C(=O)Oc2ccc3c(C(F)(F)F)cc(=O)oc3c2)c2ccccc2)cc1 (stereo not drawn)	1.2	10.7	1.7%	i	7.4	-12.1%	i	1.9%
CCCn1nnc(NC(=S)NC(=O)c2ccc(-c3ccc(Br)cc3)o2)n1	0.9	-25.6	0.3%	i	-1.4	-5.9%	-12.4%	13.1%
CSc1cccc(NC(=S)NCCCN2CCN(c3ccc(F)cc3)CC2)c1	-0.7	10.8	2.6%	i	-7.8	1.9%	-9.8%	4.4%
CC(C)n1nnnc1C1c2ccccc2C(=O)N1CCCn1ccnc1 (stereo not drawn)	-1.7	12.2	3.3%	i	4.7	/	-19.9%	14.0%
CCOc1ccc(NC(=O)CSC2=C(C#N)C(c3ccc4c(c3)OCO4)CC(=O)N2)cc1 (stereo not drawn)	-2.5	0.0	3.2%	i	-2.7	-2.2%	-7.6%[57.5 µM]	4.7%
CNC(=O)C[C@H]1C(=O)N(c2ccc(Br)cc2)C[C@@H]1C	1.6	-18.8	1.5%	i	-1.9	/	-21.3%	5.4%
O=c1c2oc3ccccc3c2[nH]c(=S)n1-c1ccccc1	0.1	-10.6	7.5%	i	16.3	-9.4%	-6.7%	-1.1%
Nc1nc(CN2CCC(Cc3ccccc3)CC2)nc(Nc2ccccc2)n1	0.1	?	3.2%	i	-3.4	-0.9%	-2.5%	4.7%
C=CCc1c(C)nc(SC)nc1Nc1ccc(C(=O)O)cc1	-2.5	20.6	5.3%	i	2.8	-0.4%	i	-2.1%
COc1ccc(C2c3c4c(n(C)c3CCN2C)CCN(C)C4c2ccc(OC)cc2)cc1 (stereo not drawn)	-4.3	7.5	-12.7%	/	1.1	-3.1%	-12.1%[57.5 µM]	8.3%
COc1ccc2c(c1)c(C(=O)N1CCN(C)CC1)c(C)n2-c1ccccc1	1.3	-28.9	7.2%	i	1.8	0.4%	-21.7%	-2.2%
CCOC(=O)c1c(N)sc(C(=O)N2CCCCCC2)c1C	-2.8	0.0	-4.8%	i	-14.0	-1.0%	-13.6%[57.5 µM]	-6.4%
COC(=O)c1cn(CC(C)n2c(=O)c3ccccc3n2Cc2cc(C(C)C)no2)nn1 (stereo not drawn)	/	17.6	2.6%	i	5.7	/	-21.3%	9.2%
O=C(NCc1ccccc1)C12CN(Cc3ccccc3)CC1C(c1cccc([N+](=O)[O-])c1)=NO2 (stereo not drawn)	0.1	-25.0	4.7%	i	-53.8	-1.3%	-28.4%	4.2%

In the list so far, these contain two or more sulfur atoms:
SMILES	CCT chaperon mod	D3 antag	EPAC2 antagonist	Akt phos inh	D3 ag	Mm-Cpn inhibitor	PTHR1 agonist	EPAC2 agonist
O=C(c1cccs1)N1CCN=C1SCc1cccnc1	0.6	-6.5	-4.1%	i	-0.2	-1.9%	?	9.6%
CSc1cccc(NC(=S)NCCCN2CCN(c3ccc(F)cc3)CC2)c1	-0.7	10.8	2.6%	i	-7.8	1.9%	-9.8%	4.4%

(next part)
SMILES	CCT chaperon mod	D3 antag	EPAC2 antagonist	Akt phos inh	D3 ag	Mm-Cpn inhibitor	PTHR1 agonist	EPAC2 agonist
CC(=O)N(c1ccccc1C)c1ccccc1C	0.8	14.8	-10.8%	i	4.4	/	5.5%	5.2%
CCOC(=O)N1CCN(C(=O)c2ccc(CS(=O)(=O)c3c(Cl)cccc3Cl)o2)CC1	-0.4	21.5	9.8%	i	-3.3	2.9%	-5.8%	2.1%
O=C(NN/C(=N/S(=O)(=O)c1ccc(Cl)cc1)c1ccccc1)c1ccc(O)cc1	-5.3	0.1	-6.6%	i	0.2	-4.3%	-13.0%	17.1%
C#CCn1c(=NC(=O)c2ccc(Br)s2)sc2cccc(OC)c21	-0.3	56.4	12.4%	i	0.8	-29.7%	i	1.4%
O=C(c1ccc2snnc2c1)N1CCSCC1	0.9	-5.1	0.0%[57.1 µM]	-107.9%*	2.7	1.3%	i	25.8%
COCCC(=O)N1CCC(Oc2ccc(C(=O)NCc3cccc(C)n3)cc2)CC1	-0.3	-24.0	-7.6%	i	-5.1	0.7%	10.9%	1.9%
COc1cccc2cc(C(=O)C3=C(O)C(=O)N(CCN(C)C)C3c3ccc(F)cc3)oc12 (stereo not drawn)	0.0	-21.5	2.0%	i	1.6	-9.2%	-14.7%[57.5 µM]	-3.5%
O=C(CSc1nnc(CNC(=O)c2ccccc2F)o1)NCc1ccccc1	-17.5	-1.0	3.8%	i	2.2	3.0%	i	11.8%
CCCOC(=O)CSc1nnc(-c2ccc(Cl)cc2Cl)o1	-5.5	18.8	-1.1%	i	-0.1	1.7%	-0.9%[57.5 µM]	7.6%
O=C(COc1ccc(S(=O)(=O)N2CCOCC2)cc1)NCCCn1ccnc1	-7.0	-9.0	-1.0%	i	-27.0	2.0%	2.2%	9.0%
CCc1cccc(NC(=S)N(CCN(C)C)C2CCN(C(C)C)CC2)c1	-5.6	-16.2	12.9%	i	1.6	1.3%	-3.2%	7.8%
COc1ccc(OC)c(NC(=O)c2cc3sccc3n2C)c1	-1.1	15.2	-3.5%	i	9.6	-2.6%	i	25.8%
O=C(C[C@H]1CC[C@@H]2[C@H](COC[C@H](O)CN2Cc2nccs2)O1)NCc1ccccc1Cl	/	9.5	10.9%	i	6.5	/	i	6.2%
O=C(NCCCN1CCOCC1)c1ccc(Sc2ccc(F)cc2)c([N+](=O)[O-])c1	0.9	-13.7	2.0%	i	-6.4	1.2%	i	-9.6%
Cc1cc(=O)oc2c3c(cc(OCC(=O)NC(Cc4ccc(Cl)cc4)C(=O)O)c12)OC(C)(C)CC3 (stereo not drawn)	1.5	-14.5	1.0%	i	16.3	-1.4%	?	-2.5%
Cc1cc(=O)c2c(O)c(O)ccc2o1	-1.1	3.5	1.8%	i	3.6	0.6%[15.4 µM]	i	-3.7%
Cc1ccccc1NC(=O)c1sc2nc[nH]c(=O)c2c1C	-1.7	-23.2	-3.9%	i	2.0	0.5%	2.1%[57.5 µM]	8.9%
O=C(N/N=C/C(Br)=C/c1ccccc1)c1ccccc1[N+](=O)[O-]	0.8	-11.6	-12.1%	i	-2.6	0.9%	-7.7%	18.6%
CS(=O)(=O)N1CCCCC1CCN1CCCCC1 (stereo not drawn)	-1.6	-8.6	2.5%	i	-3.3	/	-23.1%	3.2%
COc1ccc(-c2c(C#Cc3ccsc3)c3cc(-c4cccc5[nH]ccc45)ccc3n2C)cc1	-1.0	5.6	9.6%	i	-5.0	?	i	8.6%
COC(=O)CSc1nc(NC(C)C)nc(N2CCOCC2)n1	-0.4	51.3	8.1%	i	9.9	1.7%	i	2.6%
Cc1onc(-c2c(F)cccc2Cl)c1C(O)c1ccc(F)cc1 (stereo not drawn)	2.5	14.5	-0.9%	i	-0.2	-0.7%	-26.0%	-0.3%
O=C(COC(=O)COc1ccccc1[N+](=O)[O-])NCc1ccc2c(c1)OCO2	-0.8	13.0	-2.7%	i	8.2	0.1%	14.3%	-5.7%
COc1ccc(-c2cnc3nc[nH]c(=O)c3n2)cc1	0.5	6.8	18.5%	i	3.4	-0.2%	i	14.3%
Cc1cc(=O)oc2c(N)nccc12	-1.3	-0.6	6.9%	i	-3.3	/	i	10.0%
Carrying on.
SMILES	CCT chaperon mod	D3 antag	EPAC2 antagonist	Akt phos inh	D3 ag	Mm-Cpn inhibitor	PTHR1 agonist	EPAC2 agonist
COc1cccc(CN(C)Cc2nc3cc(C(F)(F)F)ccc3c(=O)[nH]2)c1	-0.9	-19.0	-0.6%	i	-15.7	-12.6%	-24.8%	-12.7%
N#Cc1ccc(/C=N/NC(=O)CCc2ccc(S(=O)(=O)N3CCOCC3)cc2)cc1	2.1	4.7	-3.1%	i	-3.2	-0.6%	-21.7%	-5.1%
CCC(=O)c1ccc(OCc2ccccc2)c(OC)c1	0.0	5.8	0.8%	i	-0.3	-1.4%	-6.7%	1.4%
CCOC(=O)Cc1csc(NC(=O)/C=C\c2ccccc2)n1	-2.7	-8.9	-4.4%	i	-3.7	-3.0%	-26.6%	5.7%
COc1c(C)cccc1C(=O)Nc1ccc(N2CCN(S(C)(=O)=O)CC2)cc1	-1.8	14.6	-0.7%	i	-4.1	-3.0%	-14.0%	0.6%
Clc1ncccc1-c1nnn(-c2ccccc2Br)n1	-4.6	-19.1	?	i	-17.9	/	-28.4%	8.5%
O=C(Nn1cnnc1)c1csc2ccccc12	-1.0	20.4	11.7%	i	0.0	-0.1%	-3.2%	2.7%
CCc1nc(SCC(=O)NCc2ccco2)c2c(=O)n(C)c(=O)n(C)c2n1	-1.8	7.8	3.4%	i	-0.6	-0.2%	-27.8%	16.8%

From PubChem BioAssay
